# Bioassay records as filed in PubChem.
# TrxR1 inh: blocks rat thioredoxin reductase 1. recombinant rTrxR1, NADPH fluorescence consumption, selenite substrate. 1% of 390,000 active. Potency, µM (doses to about 114 µM), inactives show top-dose activity change, negative = inhibition, usual class: inhibitors. AID 588453; further: potency means the concentration at half of the fitted maximal effect; on the % scale 0 is the no-effect control and ±100 the full control effect; nearly all actives have a fitted effect of over 65% in size
#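 Rat TrxR1 (90 nM in the dispensed reagent) was pre-reduced with 400 uM NADPH for 5 min at room temperature, then incubated with compound for 15 min. After 400 uM selenite was added, NADPH fluorescence (Ex 340/Em 450 nm) was followed for 8 min.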
# HP1b binding inh: inhibitors of HP1-beta chromodomain binding to methylated histone tails | AlphaScreen HP1-beta / biotin-H3K9me3 peptide binding | Potency, µM (titrated, usually from 114 µM), for inactives: at the top dose activity change, negative = inhibition, hits mostly inhibitors | 0.56% of 390,000 active; further: potency means the concentration at half of the fitted maximal effect; nearly all actives have a fitted effect of over 70% in size; inactives centre near 23
# Target sequence (P83916 whole entry, looked up): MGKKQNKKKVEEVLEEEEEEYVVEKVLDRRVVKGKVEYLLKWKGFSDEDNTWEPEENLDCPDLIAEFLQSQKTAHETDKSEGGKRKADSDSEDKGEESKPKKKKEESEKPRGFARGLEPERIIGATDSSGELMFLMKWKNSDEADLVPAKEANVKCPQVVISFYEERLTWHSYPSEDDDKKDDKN
#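 AlphaScreen: HP1-beta (50 nM) preformed 30 min with biotin-H3(1-18)K9me3 peptide (50 nM) in PBS pH 7.4, 0.01% Tween-20. Compound added for 30 min at RT, then streptavidin donor/nickel chelate acceptor beads (10 ug/mL) for 30 min.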
# PI4K2A block: inhibitors of human PI4K2A | AID 1346378 | activity change, negative = inhibition, % at 76.9 µM | purified PI4K2A, ADP-Glo luminescence, 1 h; hits give low values | 0.13% of 420,000 active; in the data active means activity change below about -50%; inconclusive means mostly about -30% to -49%;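 further: -100% = wells without enzyme as full effect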
# Target sequence (Q9BTU6 whole entry, looked up): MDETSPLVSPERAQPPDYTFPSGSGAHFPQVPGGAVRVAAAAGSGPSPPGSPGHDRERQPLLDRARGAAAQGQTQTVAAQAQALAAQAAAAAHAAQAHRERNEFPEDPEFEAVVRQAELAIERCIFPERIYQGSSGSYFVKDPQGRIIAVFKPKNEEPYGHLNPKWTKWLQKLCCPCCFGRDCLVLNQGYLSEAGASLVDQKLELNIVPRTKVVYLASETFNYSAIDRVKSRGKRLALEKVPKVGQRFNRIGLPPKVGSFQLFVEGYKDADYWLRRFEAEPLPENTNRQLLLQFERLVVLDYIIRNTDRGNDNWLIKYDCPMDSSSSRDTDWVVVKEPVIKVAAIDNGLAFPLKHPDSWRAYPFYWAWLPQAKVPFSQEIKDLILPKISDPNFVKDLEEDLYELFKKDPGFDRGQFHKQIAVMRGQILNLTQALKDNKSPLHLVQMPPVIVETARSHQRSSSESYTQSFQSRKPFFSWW
#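 In this quantitative HTS, ADP production by PI4K2A was quantified luminescently after 1 h at ambient temperature; 100 microM adenosine served as plate-quality control.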
# Tb PGK inh: blocks T. brucei phosphoglycerate kinase; 0.043% of 380,000 active; PGK/GAPDH coupled, Kinase-Glo luminescence, 60 min; P07378; Potency, µM (doses to about 57.5 µM), for inactives: top-dose activity change, negative = inhibition, usual class: inhibitors; further: potency means the concentration at half of the fitted maximal effect; on the % scale 0 is the no-effect control and ±100 the full control effect; nearly all actives have a fitted effect of over 60% in size
#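 Luminescent ATP detection (Kinase-Glo Plus) follows a 60-minute room-temperature incubation, with wells lacking PGK as controls. Buffer: 100 mM TEA (pH 7.6), 5 mM MgCl2, 0.01% Tween-20. Coupling enzyme GAPDH (100 nM final) supplies unstable 1,3-BPG in-well.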
# GLS inhibitor: blocks human kidney-isoform glutaminase activity; 0.21% of 410,000 active; AID 624170; Potency, µM (top dose mostly 45.5 µM), without a hit: at the top dose activity change, negative = inhibition, usual class: inhibitors; GLS enzymatic activity, qHTS titration; O94925; further: potency means the concentration at half of the fitted maximal effect; on the % scale 0 is the no-effect control and ±100 the full control effect
#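 Enzyme dispensed in phosphate buffer (45 mM, pH 8.2, 0.02% Tween-20), compounds pinned in, then 1 mM L-glutamine solution and the glutamate oxidase–HRP–Amplex Red mix added; fluorescence read immediately and again after 30 min at room temperature.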
# mIDH1 inhibitor: human IDH1 R132H inhibition; O75874; IDH1-R132H enzyme, NADPH consumption, diaphorase/resazurin fluorescence; Potency, µM (doses to about 76.6 µM), for the others: at the top dose activity change, negative = inhibition, hits mostly inhibitors; 0.093% of 390,000 active; AID 602179; further: potency means the concentration at half of the fitted maximal effect; on the % scale 0 is the no-effect control and ±100 the full control effect; nearly all actives have a fitted effect of over 65% in size
# Target sequence (O75874 whole entry R132H, stated change not applied): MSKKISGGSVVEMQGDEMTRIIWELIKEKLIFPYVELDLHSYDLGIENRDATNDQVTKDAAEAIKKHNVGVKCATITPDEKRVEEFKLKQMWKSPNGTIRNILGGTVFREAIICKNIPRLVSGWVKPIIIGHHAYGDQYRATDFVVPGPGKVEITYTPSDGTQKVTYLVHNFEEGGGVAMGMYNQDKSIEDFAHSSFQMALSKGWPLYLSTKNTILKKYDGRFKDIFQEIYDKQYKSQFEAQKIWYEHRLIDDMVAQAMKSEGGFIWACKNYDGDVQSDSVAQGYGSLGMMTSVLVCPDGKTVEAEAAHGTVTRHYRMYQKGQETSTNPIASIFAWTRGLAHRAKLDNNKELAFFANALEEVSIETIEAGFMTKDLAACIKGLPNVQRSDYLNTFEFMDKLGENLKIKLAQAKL
#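 IDH1-R132H (0.5 ug/mL dispensed) in pH 7.5 Tris buffer was preincubated 30 min with compound, then given a substrate mix of 0.016 mM NADPH and 2 mM alpha-KG for 80 min at room temperature; remaining NADPH was read by diaphorase/resazurin fluorescence.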
# Pin1 inh: human Pin1 inhibition | Potency, µM (series often up to 115 µM), inactives show at the highest dose activity, negative = inhibition, usual class: inhibitors | Pin1 FP peptide displacement, HiFluor488, 10 min | AID 504891 | Q13526 | 0.009% of 390,000 active; active means well fitted inhibition curve with a large enough effect in the polarisation, with a control signal flat, not every such curve was filed as active; inconclusive means small, poorly fitted or top-dose-only effect, or effect the other way, or a change in a side signal; inactive means no such curve, though single readings can be large or run the other way; the % refers to the polarisation; further: potency means the concentration at half of the fitted maximal effect; on the % scale 0 is the no-effect control and ±100 the full control effect
# USP1-UAF1 inh: blocks the human USP1/UAF1 deubiquitinase complex | O94782 | recombinant USP1/UAF1, Ub-Rhodamine cleavage fluorescence | Potency, µM (titrated, usually from 57.1 µM), for inactives: at the highest dose activity change, negative = inhibition, most hits filed as inhibitors | 0.23% of 390,000 active | AID 743255; further: potency means the concentration at half of the fitted maximal effect; on the % scale 0 is the no-effect control and ±100 the full control effect; nearly all actives have a fitted effect of over 60% in size; inactives centre near -12
#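 In this screen, compounds sit with the deubiquitinase complex (1nM) for 15 min at room temperature before Ub-Rho is added at 150nM final. Fluorescence rise is then followed for 6 reads every 60 seconds.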
# TrxR1 substrate: rat thioredoxin reductase 1 substrate activity; purified TrxR1 substrate turnover, NADPH consumption readout; Potency, µM (doses to about 114 µM), for inactives: at the highest dose activity change, negative = substrate turnover; O89049; 0.01% of 390,000 active; further: potency means the concentration at half of the fitted maximal effect; on the % scale 0 is the no-effect control and ±100 the full control effect; nearly all actives have a fitted effect of over 50% in size
#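 Rat TrxR1, dispensed at 90 nM, was prereduced with 400 uM NADPH (final) for 5 min at ~22 deg C, then incubated with compound 15 min before 400 uM selenite. A first-read NADPH fluorescence drop versus no-compound background flagged substrates.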
# Numbers without * were called inactive; i = inactive; ? = inconclusive; / = no result given; [ ] = dose if it differs, or a comment. Unless noted, the call rests on the fitted dose curve; in most records, active means well fitted curve in the direction sought with a large enough effect; inconclusive means small, poorly fitted or top-dose-only effect, or another doubt; inactive means no such curve, though single readings can be large; an effect the other way counts as inactive or inconclusive. Some of the compounds tested (hit frequency here may not be typical).
# Each structure is followed by: TrxR1 inh, HP1b binding inh, PI4K2A block, Tb PGK inh, GLS inhibitor, mIDH1 inhibitor, Pin1 inh, USP1-UAF1 inh, TrxR1 substrate
1: CC(C)(C)c1ccc(CSc2ccc(S(=O)(=O)N3CCOCC3)cn2)cc1
→ 11%, 64%[activator], -3, -13%, 5%, -1%, 2%, ?, 1%
2: CC1(C)Cc2ccccc2C(C(Cc2ccccc2)C(N)=O)=N1 (centres undefined)
→ 15%[57.1 µM], 37%, -2, 4%, -1%, 8%, 0%, -18%, 11%[57.1 µM]
3: COC(=O)c1ccc(NC(=O)Nc2ccc([N+](=O)[O-])cc2)cc1
→ 13%, 33%, 1, -10%, -6%, -3%, 6%, -24%, -2%
4: CCOC(=O)c1sc2ccccc2c1S(=O)(=O)NCc1ccccc1OC
→ 14%[57.1 µM], 32%, -3, 6%, 4%, -1%, -2%, -17%, -1%[57.1 µM]
5: COc1cc(NC(=S)N2CCC(C(N)=O)CC2)cc(OC)c1
→ -17%, 23%, -1, -7%, 12%, 4%, -4%, -9%, -8%
6: CCOc1ccccc1NC(=O)C1CCC(=O)N1S(=O)(=O)c1ccc(C)cc1 (centres undefined)
→ -7%, 11%, -3, 8%, 15%, -3%, 2%, -9%, -5%
7: C=CCNC(=O)C1CC(=O)N(c2ccc(OCC(=O)Nc3ccc(CC)cc3)cc2)C1 (centres undefined)
→ 29%, 37%, -1, 5%, 0%, -5%, -2%, -27%, 5%
8: COc1ccc(C(=O)Oc2cc(C)[nH]c(=O)c2[N+](=O)[O-])cc1
→ 9%, 19%, 5, -3%, -16%, -4%, -4%, -14%, -5%
9: O/N=C/c1cccc[n+]1CCCCCC[n+]1ccccc1/C=N/O
→ 9%[57.1 µM], 23%, 0, -10%, 6%, 9%, -8%, -16%, -8%
10: O=C(NCCc1ccccc1)C(=O)NCC1OCCN1S(=O)(=O)c1ccc(F)cc1 (centres undefined)
→ -16%[57.1 µM], 20%, 1, i, -2%, -8%, -12%, -12%, -8%[57.1 µM]
11: Cc1ccc(NC(=O)c2cc3c(-c4ccccc4)nn(-c4ccccc4)c3s2)cc1
→ 36%, 25%, 5, -3%, -7%, -16%, -21%, -24%, 17%
12: Cc1[nH]c2ccccc2c1-c1nc2ccccc2[nH]c1=O
→ 6%, 11%, 3, 1%, 22%, 0%, -4%, -27%, -4%
13: Cn1ncc(Cl)c1C(=O)NC1C2CC3CC(C2)CC1C3 (centres undefined)
→ 16%, 44%[activator], 4, 6%, -5%, -7%, -10%, -21%, 5%
14: COc1cccc(NC(=O)Cn2c(=O)n(Cc3ccco3)c(=O)c3cc(OC)c(OC)cc32)c1
→ ?, 40%, 5, 4%, 6%, -8%, 28%, -16%, -5%
15: Cc1ccc2nc(NC(=O)c3cccc(-c4cc5ccccc5oc4=O)c3)sc2c1
→ 29%, 0%, 1, /, 3%, 3%, 26%, -13%, 44%[activator]
16: COC(=O)C=C1CCC2C3CCC4=CC(=O)C(Br)CC4(C)C3C(=O)CC12C (centres undefined)
→ 3%[57.1 µM], 36%, 1, i, -11%, 3%, 17%, -22%, -4%[57.1 µM]
17: COc1ccc(NC(=O)c2nc3ccccc3s2)cc1
→ 18%, 76%[activator], -12, -13%, 3%, 19%, ?, -5%, -3%
18: CC(=O)c1ccc(S(=O)(=O)Nc2cccc(-c3ccc(N4CCCC4)nn3)c2)cc1
→ 27%[57.1 µM], 4%[57 µM], 1, -4%, 13%, -12%, 12%, -29%, 4%[57.1 µM]
19: Cc1ccc(NC(=O)CCCCCCCCCCC2COCCO2)c(C)c1 (centres undefined)
→ -11%, 40%[activator], 10, -3%, 3%, 3%, 5%, -11%, -10%
20: Cc1cccc(Cn2c(SCc3ccc(C(=O)NCc4ccccc4F)cc3)nc3ccncc32)c1
→ 17%, 39%[activator], -4, 1%, -1%, -11%, 69%[activator], ?, -2%
21: CC(C)C1C(=O)Nc2ccc(S(=O)(=O)NCCc3ccc(Cl)cc3)cc21 (centres undefined)
→ 13%, 7%, 3, -1%, -7%, -3%, -11%, -11%, -7%
22: Cc1cc(C)c2c(c1)/C(=N/Nc1ccc(S(N)(=O)=O)cc1[N+](=O)[O-])CCC2
→ -7%, 14%[57 µM], -4, 3%, 0%, 1%, 3%, 2%, -6%
23: CCn1cc(C(=O)NCc2ccc3c(c2)OCO3)c(=O)c2cc(S(=O)(=O)N3CCOCC3)ccc21
→ 6%, 28%, -1, -1%, /, 4%, 3%, -16%, -2%
24: CC(=O)Nc1ccc(S(=O)(=O)Nc2nc3nc(-c4ccccc4)cc(-c4ccccc4)n3n2)cc1
→ ?, 64%[activator], 1, 2%, ?, 1%, ?, -7%, 244%[activator]
25: NC(=O)C(Cc1ccccc1)NC(=O)C12CC3CC(CC(C3)C1)C2 (centres undefined)
→ 10%[57.1 µM], 37%, -6, -10%, -17%, 2%, -8%, -17%, 6%[57.1 µM]
26: N=C1C(=O)OCC1c1ccccc1NC(=O)Nc1ccccc1 (centres undefined)
→ 12%[57.1 µM], 20%, -5, 0%, 1%, -7%, -1%, 2%, 0%
27: C/C(=N\NC(=O)c1nn(C)cc1Br)c1cccc(NC(=O)C(C)(C)C)c1
→ 14%, 35%, 3, 1%, 6%, 4%, -4%, -12%, 5%
28: COC(=O)c1ccccc1NC(=O)Cn1cc2c(n1)CCC(C)C2 (centres undefined)
→ 19%[57.1 µM], 66%[activator], -3, -10%, -2%, -3%, 7%, -7%, 6%[57.1 µM]
29: CCc1nnc(NC(=O)CSc2nnc(CNC(=O)c3ccccc3)o2)s1
→ /, /, -1, -1%, 4%, 5%, /, 1%, /
30: COc1ccc(OCC(=O)N2c3ccccc3CCc3ccccc32)cc1
→ -21%, 38%, -3, -4%, 0%, -2%, -4%, -3%, -20%

# Whole records from above:
# Results for Cc1cc(C)c2c(c1)/C(=N/Nc1ccc(S(N)(=O)=O)cc1[N+](=O)[O-])CCC2 → TrxR1 inh = -7%; HP1b binding inh = 14%[57 µM]; PI4K2A block = -4; Tb PGK inh = 3%; GLS inhibitor = 0%; mIDH1 inhibitor = 1%; Pin1 inh = 3%; USP1-UAF1 inh = 2%; TrxR1 substrate = -6%
# Results for Cc1ccc(NC(=O)CCCCCCCCCCC2COCCO2)c(C)c1 (centres undefined) → TrxR1 inh = -11%; HP1b binding inh = 40%[activator]; PI4K2A block = 10; Tb PGK inh = -3%; GLS inhibitor = 3%; mIDH1 inhibitor = 3%; Pin1 inh = 5%; USP1-UAF1 inh = -11%; TrxR1 substrate = -10%

# Additional structures:
# Each structure is followed by: TrxR1 inh, HP1b binding inh, PI4K2A block, Tb PGK inh, GLS inhibitor, mIDH1 inhibitor, Pin1 inh, USP1-UAF1 inh, TrxR1 substrate
31: CCCCn1cnc2c(cnn2-c2ccc(Cl)cc2)c1=O
→ -7%[11.4 µM], 24%, -10, -6%, 1%, -2%, 0%, -4%, -16%
32: Cc1ccc(-c2cc(C(=O)NCc3cccs3)no2)cc1
→ 22%, 7%, -7, /, 11%, 4%, 4%, -3%, 7%
33: CCOC(=O)c1ccccc1NC(=O)CN1CCC(n2nnc3cc(F)ccc32)CC1
→ 21%, 17%, 2, -8%, -4%, -5%, 7%, -19%, 5%
34: Cc1cc(C)c2c(CC(=O)N(Cc3ccc(Cl)cc3)Cc3ccco3)coc2c1
→ 4%, 34%, 2, /, 5%, /, -5%, -29%, 0%
35: CC(C)(C)NC(=O)NC(=O)COC(=O)Cc1coc2ccc3ccccc3c12
→ -1%[57.1 µM], -17%, 9, -10%, -18%, 11%, 10%, -24%, 3%[57.1 µM]
36: O=C(Nc1ccccc1)c1snc2c(=O)[nH]cnc12
→ 12%[11.4 µM], 2%, -3, i, 0%, 5%, -1%, -17%, 9%[11.4 µM]
37: CC(C)S(=O)(=O)c1nsc2nc(=O)c(/C=C3\C=Nc4ccccc43)c(N)n12
→ -13%, 18%, 1, 0%, 48%[activator], -4%, ?, ?, -8%
38: CCCN(C(=O)Cc1nc(N)n[nH]1)C1(C(=O)Nc2c(C)cccc2C)CCCCC1
→ 7%, 43%[activator], 0, -1%, 2%, 2%, 5%, -16%, 0%
39: COc1ccc(NC(=O)N2C3CCCC2CC(NC(=O)c2ccccc2)C3)cc1 (centres undefined)
→ 22%, 7%, -1, -1%, 15%, 9%, -10%, -18%, 7%
40: CCC(=NC1CC(C)(C)NC(C)(C)C1)C1=C(O)CC(C)(C)CC1=O
→ 8%, 19%, -6, 0%, 3%, 1%, -1%, -13%, 11%[57.1 µM]
41: Cc1ccccc1C(=O)N1CCC(c2nc3ccccc3s2)CC1
→ 19%, 21%, 2, 7%, -1%, 0%, ?, -10%, 3%
42: Cc1cc(C)cc(N(C(=O)c2cc3ccccc3oc2=O)C2C=CS(=O)(=O)C2)c1 (centres undefined)
→ -18%, 22%, -3, 3%, 11%, 0%, 5%, 5%, -8%
43: COc1ccccc1-n1c(SCC(N)=O)nc2c(c1=O)SCC2
→ 19%, 26%, -1, -9%, 2%, 8%, 4%, 3%, -4%

# Four compounds from above, reduced to mIDH1 inhibitor and PI4K2A block.
cpd | SMILES | mIDH1 inhibitor | PI4K2A block
31 | CCCCn1cnc2c(cnn2-c2ccc(Cl)cc2)c1=O | -2% | -10
32 | Cc1ccc(-c2cc(C(=O)NCc3cccs3)no2)cc1 | 4% | -7
33 | CCOC(=O)c1ccccc1NC(=O)CN1CCC(n2nnc3cc(F)ccc32)CC1 | -5% | 2
34 | Cc1cc(C)c2c(CC(=O)N(Cc3ccc(Cl)cc3)Cc3ccco3)coc2c1 | / | 2
